# ARNT TACC3 PPI = ARNT/TACC3 interaction disruption. AlphaScreen His-ARNT PAS-B/GST-TACC3 binding, luminescence; TACC3 fragment carries E629A point mutation. inhibition, % at 9.99 µM. 390,000 tested, 0.66% active. AID 623870;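 active means mean inhibition of replicates at least 50% and at least half of replicates each reaching 50%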;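 further: 0% = complete ARNT plus TACC3 wells and 100% = ARNT alone without TACC3; many hits fall short of the cut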
# * hit, by the source's call.
No. | Molecule | ARNT TACC3 PPI
1 | O=C(COC(=O)c1ccccn1)Nc1ccccc1Cl | 20
2 | CC(C)c1nc2oc3c(NCC4CCCO4)ncnc3c2c2c1COC(C)(C)C2 (stereo not drawn) | -6
3 | CCCc1[nH]nc2c1C(c1ccc(OCCN3CCOCC3)c(OCC)c1)C(C#N)=C(N)O2 (stereo not drawn) | -29
4 | CC(CN1CCCCC1)OC(=O)c1cc2ccccc2o1 (stereo not drawn) | 21
5 | CCCn1c2ccccc2c2nnc(SCC(=O)OC)nc21 | 0
6 | CCOc1ccc(S(=O)(=O)NCCSc2ccccc2)cc1 | -3
7 | Cc1ccc(C(=O)Nc2cccnc2)cc1NC(=O)c1ccco1 | -17
8 | COc1cc(NC(=O)NCCN2CCN(c3ccc(Cl)cc3)CC2)ccc1C | 2
9 | Cc1cccc(Cn2c(N3CCN(c4ccccc4)CC3)nc3c2c(=O)n(C)c(=O)n3C)c1 | 4
10 | O=C(NCCCN1CCCC1=O)c1ccccc1NS(=O)(=O)c1ccc(F)cc1 | -5
11 | CC(=O)N(Cc1ccco1)C1(C(=O)NC2CCCCC2)CCCCC1 | 0
12 | NS(=O)(=O)c1ccc(NC(=O)CN2CCCCC2)cc1 | -1
13 | CCC(=O)NC(=S)Nc1cccc(NC(=O)c2ccc(Cl)cc2Cl)c1 | -3
14 | CCCCn1nc(C(=O)NNC(=O)c2ccncc2)c2ccccc2c1=O | -1
15 | O=C(O)C1C2C=CC3(O2)C1C(=O)N1c2ccccc2COC13 (stereo not drawn) | -11
16 | CCS(=O)(=O)N1CCC(C(=O)NCc2cccs2)CC1 | 4
17 | CCN(CCCNC(=O)COc1cc(=O)n(C)c2ccccc12)c1cccc(C)c1 | 4
18 | COc1ccc2c(c1OC)C(=O)OC2Nc1ncc(Br)cc1Br (stereo not drawn) | -3
19 | CC1=CC(=NOC(=O)/C=C/c2ccccc2)C=C(C)C1=O | 0
20 | Fc1ccc(CNc2nc(-c3ccco3)cc(C(F)(F)F)n2)cc1 | -7
21 | CCn1cc(/C=C(\NC(=O)c2ccccc2F)C(=O)N2CCCC2)c2ccccc21 | -9
22 | NC(=O)NC(=O)COC(=O)CCCc1c[nH]c2ccccc12 | 2
23 | Cc1cccc(CN2CCNC2=O)c1 | 2
24 | CCOc1ccccc1NC(=O)C1CCCN(S(=O)(=O)c2c(C)[nH]c(=O)[nH]c2=O)C1 (stereo not drawn) | 2
25 | COc1cc2nc(NCCCN3CCN(C)CC3)n3nc(-c4ccccc4)nc3c2cc1OC | 11
26 | CCC(C)C1NC(=S)N(Cc2ccccc2)C1=O (stereo not drawn) | 3
27 | CC(=O)N1CCC2(CC1)C(C#N)=C(N)Oc1n[nH]c(C(F)(F)F)c12 | -18
28 | O=C(Cc1ccccc1)Nc1ccc2oc(-c3ccncc3)nc2c1 | 0
29 | C=CCn1c(-c2ccccc2)nc2nc3ccccc3nc21 | 0
30 | O=C(CSc1nncn1-c1ccccc1)Nc1ccc(N2CCOCC2)cc1 | -12
31 | CCN1CCN(c2oc(COc3ccc(-c4ccccc4)cc3)nc2C#N)CC1 | 19
32 | COc1ncnc2c1oc1nc(CC(C)C)c3c(c12)CC(C)(C)OC3 | -2
33 | CCN1CCN(CCCNC(=O)c2csc3c2CCCCC3)CC1 | 17
34 | O=C(CSc1nc2ccccc2s1)NCCOc1ccc(Cl)cc1 | -10
35 | COC(=O)c1ccc(OCC2c3cc(OC)c(OC)cc3CCN2C(=O)C2CC2)cc1 (stereo not drawn) | -1
36 | CCS(=O)(=O)Nc1ccc(-c2ccc(NS(=O)(=O)CC)c(OC)c2)cc1OC | 21
37 | c1n[nH]c(SCCCCSc2ncn[nH]2)n1 | -6
38 | CCN(CC)c1nc(SCC(=O)O)nc(N(CC)CC)n1 | -2
39 | CN(C)C(=O)N1CCCC(C(=O)NCc2ccc(F)cc2Cl)C1 (stereo not drawn) | -3
40 | COCCNC(=O)c1ccc(C(=O)NCCOC)s1 | -17
41 | CC(C)(CNC(=O)c1cc(=O)[nH]c2ccccc12)N1CCOCC1 | 0
42 | Cc1cc(=O)[nH]c(-n2nc(C)c(Oc3ccccc3O)c2C)n1 | 33
43 | CCCCCNC(=O)C(C)NS(=O)(=O)c1ccc(OC)cc1 (stereo not drawn) | 0
44 | Cc1ccc2cc(C#N)c(N3CCN(C)CC3)nc2c1 | 8
45 | Fc1ccc(Cn2nnnc2CN2CCN(C3CCCCC3)CC2)cc1 | -16
46 | Cc1onc(-c2ccccc2Cl)c1C(=O)NCCCN1CCOCC1 | 7
47 | COC(=O)Nc1ccc(S(=O)(=O)N2CCN(C)CC2)cc1 | 1
48 | Cc1ccc2ncc([N+](=O)[O-])n2c1 | -9
49 | CCCCNC(=O)c1cc(-c2ccc(OC)cc2)on1 | -10
50 | CCN(CC)S(=O)(=O)c1ccc2[nH]cc(C(=O)NCCC3=CCCCC3)c(=O)c2c1 | -4
51 | COc1ccc(OCC(=O)OCCN(C)C)cc1 | -5
52 | COc1ccc(-c2cc(C(=O)NCc3cccnc3)no2)cc1OC | -2
53 | COCC(COCCCNC(=O)Nc1ccc(Br)cc1)OC (stereo not drawn) | -4
54 | CC[C@@H](C(=O)n1nc(C)cc1C)[C@H](NS(=O)(=O)c1ccc(C)cc1)c1ccccc1 | 4
55 | CC(C)N(CCNC(=O)C1CCN(S(=O)(=O)N2CCOCC2)CC1)Cc1ccccc1 | 2
56 | CCOC(=O)c1sc(N)c(C#N)c1COC(=O)CNC(=O)c1ccccc1 | -16
57 | CCSCc1nnc(SCC(=O)Nc2nc3ccccc3s2)n1C | -2
58 | CN=c1scc(-c2ccc(Br)cc2)n1C | -5
59 | O=[N+]([O-])c1cccc(/C=N/Nc2nccnc2Cl)c1 | 5
60 | Cc1cc(Br)ccc1OCc1nc(-c2cccnc2)no1 | -4

# (continued)
No. | Molecule | ARNT TACC3 PPI
61 | Cc1ccccc1C(=O)N1CCCN(C(=O)c2ccccc2C)CC1 | -7
62 | Cc1cccc(NC2(C(F)(F)F)N=C3SCCN3C2=O)n1 (stereo not drawn) | -6
63 | O=C(NCC(=O)N1CCN(c2ncccn2)CC1)c1cccs1 | -4
64 | O=C(NCC1COc2ccccc2O1)c1ccc(NC(=O)c2ccco2)cc1 (stereo not drawn) | -1
65 | Cc1ccc(C2=[N+]([O-])C3(CCCCC/C3=N\NC(N)=O)N(O)C2(C)C)o1 (stereo not drawn) | -1
66 | Cc1ccc(Nc2c([N+](=O)[O-])cc(C(=O)N3CC(=O)Nc4ccccc43)cc2[N+](=O)[O-])c(C)c1 | -9
67 | C=CCn1c(SCC#N)nc2c(c1=O)C(C)(C)Cc1ccccc1-2 | -1
68 | O=C(c1cccn(Cc2ccc(Cl)c(Cl)c2)c1=O)N1CCOCC1 | -2
69 | CCOc1ccc(N2CC(C(=O)Nc3ccc(S(=O)(=O)Nc4ncccn4)cc3)CC2=O)cc1 (stereo not drawn) | -4
70 | CC(=O)c1cnc2nc(C(F)(F)F)nn2c1C | -3
71 | O=S(=O)(c1cccc(-c2nnc(-c3cccnc3)o2)c1)N1CCCCC1 | 2
72 | CCN1CCN(C(=O)c2ccccc2N(Cc2ccccc2)S(C)(=O)=O)CC1 | -2
73 | O=[N+]([O-])c1ccc(Oc2ccc(F)cc2)c2ccncc12 | 0
74 | O=C(CSc1nc2c(c(=O)n1-c1ccc(Br)cc1)SCC2)NCC1CCCO1 (stereo not drawn) | 1
75 | CCOc1ccc(-n2c(C)nnc2SCC(=O)N(CC)CC)cc1 | -4
76 | O=S(=O)(Cc1cc(Cl)nc(-c2cccnc2)n1)c1ccccc1 | 8
77 | CCCC(=O)Nc1ccc(C(=O)NCC(=O)OCC)cc1 | -8
78 | CC(=O)c1sc(NC(=O)c2ccc(C)cc2)nc1C | -5
79 | O=C(OC1CCOC1=O)c1ccccc1C(=O)c1ccc(Cl)c([N+](=O)[O-])c1 (stereo not drawn) | 14
80 | CCc1ccc(NC(=O)C(=O)NCCN2CCN(C(=O)c3ccco3)CC2)cc1 | 6
81 | O=C(Nc1sc2c(c1C(=O)NCc1cccnc1)CCCC2)c1ccco1 | -2
82 | CN1CCN(/C=C2\SC(=S)NC2=O)CC1 | -1
83 | COc1ccccc1N1CC(C(=O)Nc2cccc(C(=O)O)c2)CC1=O (stereo not drawn) | -9
84 | CSc1n[nH]c(-c2sccc2OCc2ccc(C)cc2)n1 | -4
85 | CN(CC(=O)NCCc1ccccc1)S(=O)(=O)c1ccc(Br)cc1 | -11
86 | O=C1OCC(c2ccccc2)=C1c1ccc(S(=O)(=O)N2CCOCC2)s1 | 2
87 | CC(=O)c1sc(NC(=O)C=C(C)C)nc1C | -5
88 | COc1ccccc1S(=O)Cc1ccc(C(=O)NCCc2ccc(Cl)cc2)o1 (stereo not drawn) | -13
89 | CCOC(=O)c1c(C)n(CCNC(C)=O)c2ccc(O)cc12 | -10
90 | O=c1c2ccccc2nc2c3ccccc3c(NCc3ccco3)nn12 | 6
91 | COc1ccc(N2CCN(C(=O)CSc3nnc4c(C)cc5c(C)cc(C)cc5n34)CC2)cc1 | 4
92 | O=C(Nc1ncc2c(n1)-c1ccccc1OC2)c1ccc(Cl)cc1 | -9
93 | COc1cccc(-n2c(Cc3cc(=O)[nH]c(=O)[nH]3)nnc2SCC(=O)N2CCC(C)CC2)c1 | -2
94 | Cc1ccc(-c2nc3ccccc3o2)cc1NC(=S)NC(=O)/C=C/c1ccco1 | -1
95 | COCc1[nH]nc2c1C1(CCC3(CC1)OCCO3)C(C#N)=C(N)O2 | -7
96 | Cc1ccc(S(=O)(=O)N(CC(=O)N2CCOCC2)C2CCCCC2)cc1 | -6
97 | Cc1ccc(N(CC(O)CN(C)C)S(=O)(=O)c2ccccc2)cc1 (stereo not drawn) | -6
98 | c1ccc(-n2c(-c3ccco3)nnc2N2CCOCC2)cc1 | 2
99 | O=C(Nc1ccon1)c1ccccc1Cl | -1
100 | c1csc(CSc2nnc3sc4ccccc4n23)c1 | 4
101 | Cc1ccc(-c2nnc(N3CCCCC3)c3ccccc23)cc1S(=O)(=O)N1CCN(C)CC1 | 4
102 | C=CCn1c(SCC(=O)Nc2ccccc2OC)nnc1-c1ccccn1 | 39
103 | Cc1ccc(S(=O)(=O)N(CC(=O)Nc2cccc(N(C)S(C)(=O)=O)c2)c2ccc(Cl)c(Cl)c2)cc1 | -4
104 | CCN(CC)CCOC(=O)C1(c2ccccc2)CCOCC1 | -4
105 | O=C(CSc1nc(Nc2ccccc2)nc(N2CCOCC2)n1)Nc1ccc2c(c1)OCCO2 | -7
106 | O=P(COc1ccccc1)(c1ccccc1)c1ccccc1 | -7
107 | O=S(=O)(c1ccccc1)N1CCN(CC(O)COc2ccc3c(c2)CCC3)CC1 (stereo not drawn) | -5
108 | CCC(=O)N1CCc2cc(Br)cc(S(=O)(=O)NCc3ccco3)c21 | -10
109 | CO/N=C/NC(=O)Cc1cn(-c2ncc(C(F)(F)F)cc2Cl)c2ccccc12 | -4
110 | COc1ccc2cc3cc(C(=O)N(C)C4CCCCC4)oc3nc2c1 | -24
111 | CN1/C(=C\C=C2\N=C(c3ccc(F)cc3)OC2=O)C(C)(C)c2ccccc21 | 4
112 | NC(=O)c1ccc(N2CCCCC2)c(N2C(=O)C3CC=CCC3C2=O)c1 (stereo not drawn) | 9
113 | O=C(NCC1CCCO1)c1ccccc1-c1nc(-c2ccc(F)cc2)no1 (stereo not drawn) | 0
114 | CC(C)[C@H](NC(=O)OC(C)(C)C)c1nnc(SCc2cccc(F)c2)o1 | -8
115 | O=C(Nc1ccc(Cl)c(-c2nc3ccccc3[nH]2)c1)c1cccnc1 | 18
116 | CCn1c(=O)c(C(=O)NCCc2ccccc2)c(O)c2ccccc21 | -6
117 | Cc1cc(NC(=O)CSc2nc(-c3ccc(F)cc3)cs2)no1 | -3
118 | CCOc1cc(C)ccc1OCc1nnc(SCC(=O)c2cccc([N+](=O)[O-])c2)n1CC | -5
119 | CCN(CC)S(=O)(=O)c1cc(C(=O)Nc2nncs2)c(Cl)cc1Cl | -10
120 | COc1cc(CCC(=O)OCC(=O)Nc2nc(C)c(Cl)cc2Cl)cc(OC)c1OC | -5

# Next part.
No. | Molecule | ARNT TACC3 PPI
121 | Cc1cccnc1NC(=O)Nc1cccc2ccccc12 | 4
122 | Cc1ccc(NC(=O)COC(=O)Cn2c(C)csc2=O)cc1C | 4
123 | CCN1C(=O)CC(NCc2ccc3c(c2)OCO3)C1=O (stereo not drawn) | 0
124 | CC(=O)Nc1ccc(NC(=O)CN2CCN(c3cccc(C(F)(F)F)c3)CC2)cc1 | -5
125 | CC1(C)C(=O)OC(c2cccs2)C2(CCCCC2)C1=O (stereo not drawn) | -9
126 | CCOC(=O)CCP(=O)(O)C(O)(c1ccccc1)c1ccccc1 | -12
127 | CCOC(=O)c1cncc(C(=O)O)c1 | -2
128 | CC(C)(C)c1ccc(-c2nnc(SCC(=O)O)n2N)cc1 | 4
129 | COCCNC(=O)C(=O)NCCN1CCOCC1 | -4
130 | COC(=O)[C@H](C)NC(=O)Nc1ccc(OC)c(OC)c1 | -6
131 | CCSc1nc(=S)n(CC)c(C)c1C(C)=O | 1
132 | Cc1cc(C)nc(SCc2ccc(C(=O)N/N=C/c3cccnc3)cc2)n1 | 1
133 | Cc1nnc(SCC(=O)Nc2ccc(Cl)cn2)[nH]c1=O | -7
134 | CCc1nc2sc3c(c2c(=O)o1)CCCC3 | -1
135 | CCCC(=O)Nc1ccc(N2CCCCC2)cc1 | -1
136 | CCOc1ccccc1OCC(=O)Nc1ccc(Cl)cc1Cl | 0
137 | Cn1nc(C(=O)NCCCN2CCCCC2)c2c1-c1ccccc1S(=O)(=O)C2 | -5
138 | Cc1cccc(OCC(=O)NNC(=O)Nc2cccc(Cl)c2)c1C | 15
139 | CC(=O)NC1(c2ccccc2)CCN(Cc2nnnn2C(C)(C)C)CC1 | 3

# Screening data as filed in PubChem BioAssay.

# Not all compounds are listed, so the mix of outcomes need not match the whole.
